# High-throughput results: PubChem BioAssay, National Center for Advancing Translational Sciences (NCATS)
# GLP-1R inv ag: inverse agonists of human GLP-1 receptor. P43220. HEK293 GLP-1R CRE-luciferase, luminescence, 24 h; GLP-1R form is constitutively active. Potency, µM (top dose mostly 38.3 µM), without a hit: at the highest dose activity change, negative = inhibition, most hits filed as inhibitors. hit rate 1.6% among 410,000; note: potency is the fitted concentration of half-maximal effect; % is set by controls: 0 for no effect and ±100 for the full control effect; nearly all actives have a fitted effect of over 55% in size
#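 Stable HEK293 clone (constitutively active GLP-1R + cAMP-response luciferase); 200 cells/uL plated, 12 h pre-culture, compound 24 hr, 37 deg C/5% CO2; detection reagent 12 min RT; luminescence.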
# GLP1R cytotox: cytotoxic in the GLP-1 receptor inverse agonist counter-screen; HEK293 cAMP-luciferase reporter cells, luminescence, 24 h; Potency, µM (top dose mostly 38.3 µM), without a hit: at the highest dose activity change, negative = inhibition, usual class: inhibitors; AID 624418; hit rate 0.13% among 410,000;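 note: loss of luciferase light is scored as toxicity; potency is the fitted concentration of half-maximal effect; % is set by controls: 0 for no effect and ±100 for the full control effect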
#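 Here, cytotoxicity is scored as loss of luminescence. The MLSMR collection was tested on cells seeded in medium containing 10% Nu serum, with a 24 hr compound exposure preceded by 12 hours of culture.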
# PTHR1 ag: activates the human parathyroid hormone receptor PTHR1; Q03431; HEK293 GP2 PTHR1 cells, GloSensor cAMP luminescence, 1 h; Potency, µM (doses to about 115 µM), for inactives: at the top dose activation, most hits filed as activators; hit rate 0.075% among 410,000; AID 743266; note: potency is the fitted concentration of half-maximal effect; nearly all actives have a fitted effect of over 55% in size; some results filed as inactive show a strong effect at the top dose; inactives centre near -15; many of its hits are not listed in these tables
# Target sequence (Q03431 whole entry, looked up): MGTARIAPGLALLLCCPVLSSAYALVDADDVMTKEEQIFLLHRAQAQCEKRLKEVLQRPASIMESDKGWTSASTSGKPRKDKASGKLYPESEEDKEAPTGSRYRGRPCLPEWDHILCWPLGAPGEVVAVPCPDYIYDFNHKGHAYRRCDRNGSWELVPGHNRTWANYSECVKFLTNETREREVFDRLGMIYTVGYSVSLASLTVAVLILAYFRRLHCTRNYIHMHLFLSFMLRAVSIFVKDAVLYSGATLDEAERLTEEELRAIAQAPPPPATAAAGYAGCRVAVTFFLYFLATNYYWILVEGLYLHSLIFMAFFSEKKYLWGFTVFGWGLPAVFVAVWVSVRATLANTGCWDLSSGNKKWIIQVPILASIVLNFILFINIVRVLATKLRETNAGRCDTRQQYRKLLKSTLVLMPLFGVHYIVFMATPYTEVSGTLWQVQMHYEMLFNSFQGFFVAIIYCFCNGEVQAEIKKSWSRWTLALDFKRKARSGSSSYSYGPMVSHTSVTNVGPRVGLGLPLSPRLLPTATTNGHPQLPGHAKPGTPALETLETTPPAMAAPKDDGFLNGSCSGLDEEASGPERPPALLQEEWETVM
#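 HEK-293-derived GP2 cells expressing PTHR1 and a GloSensor cAMP reporter, 3,000/well, plated overnight, given luciferin plus IBMX (each 0.5 mM as added) for 1 h at 37 °C, then compound for 1 h at 37 °C. Luminescence was read after 15 min at room temperature.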
# EPAC1 agonist: EPAC1 (human) agonism; AID 720707; O95398; EPAC1 agonist qHTS, biochemical assay; response scale: 100% = response to 6.5 mM cAMP; Potency, µM (titrated, usually from 154 µM), without a hit: top-dose activation, most hits filed as activators; hit rate 0.073% among 360,000; note: potency is the fitted concentration of half-maximal effect; nearly all actives have a fitted effect of over 60% in size
#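 Nucleotide exchange assay: 100 nM EPAC1 with 250 nM Rap1B loaded with BODIPY-GDP and 50 uM GDP, room temperature. Fluorescence (480/540 nm) read every 5 min for 30 min; signal change normalized to 6.5 mM cAMP as full agonist.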
# EPAC1 antagonist: EPAC1 (human) antagonism; O95398; EPAC1 GEF assay, Rap1b-BODIPY-GDP exchange fluorescence; Potency, µM (series often up to 115 µM), without a hit: at the highest dose activity change, negative = inhibition, usual class: inhibitors; hit rate 0.14% among 360,000; AID 720709;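 note: potency is the fitted concentration of half-maximal effect; plate controls were vehicle for no effect and positive control for full effect; nearly all actives have a fitted effect of over 50% in size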
# IL2 activator: activators of IL-2; AID 652025; activation, % (series mostly up to about 46 µM); hit rate 0.065% among 360,000; IL-2 activation reporter assay, cell-based qHTS; stimulated with anti-CD3/CD4/CD28 beads; in transgenic mouse T cells; in the data active = activation above about 50%; inconclusive = mostly about 30% to 49%; note: 0% is about no effect
#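 Screening format: compound pinned onto unstimulated transgenic mouse T cells, 60 min incubation, then anti-CD3/anti-CD4/anti-CD28 bead stimulation for 18 hours at 37 degrees C, followed by EGFP and DsRed detection.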
# PLK1 PBD block: PLK1 (human) polo-box domain binding inhibition | P53350 | Plk1 PBD binding of FITC phosphopeptide, fluorescence polarization | Potency, µM, for inactives: max response, negative = inhibition, most hits filed as inhibitors | hit rate 2.8% among 360,000; note: potency is the fitted concentration of half-maximal effect; series mostly up to about 57 µM; % is set by controls: 0 for no effect and ±100 for the full control effect; nearly all actives have a fitted effect of over 65% in size
# GLP-1R agonist: GLP-1 receptor (human) agonism; HEK293 GLP-1R CRE-luciferase, luminescence, 4-6 h; cells express a hypersensitive GLP-1R form; P43220; hit rate 0.007% among 380,000; Potency, µM (series often up to 45.6 µM), for the others: at the top dose activation, actives largely listed as activators; note: potency is the fitted concentration of half-maximal effect; % of control where 0% means no effect
# PI5P4Ka inh: blocks human PI5P4K alpha kinase activity | P48426 | PI5P4Kalpha enzyme, ADP-Glo luminescence, 60 min; hits give low values | max response, % | hit rate 1.2% among 330,000 | AID 652105; active = max response of -50% or lower; inconclusive = between -30% and -50%; inactive = -30% or higher; note: value at the top dose of about 77 µM; % is set by controls: 0 for no effect and ±100 for the full control effect
# Target sequence (P48426 whole entry, looked up): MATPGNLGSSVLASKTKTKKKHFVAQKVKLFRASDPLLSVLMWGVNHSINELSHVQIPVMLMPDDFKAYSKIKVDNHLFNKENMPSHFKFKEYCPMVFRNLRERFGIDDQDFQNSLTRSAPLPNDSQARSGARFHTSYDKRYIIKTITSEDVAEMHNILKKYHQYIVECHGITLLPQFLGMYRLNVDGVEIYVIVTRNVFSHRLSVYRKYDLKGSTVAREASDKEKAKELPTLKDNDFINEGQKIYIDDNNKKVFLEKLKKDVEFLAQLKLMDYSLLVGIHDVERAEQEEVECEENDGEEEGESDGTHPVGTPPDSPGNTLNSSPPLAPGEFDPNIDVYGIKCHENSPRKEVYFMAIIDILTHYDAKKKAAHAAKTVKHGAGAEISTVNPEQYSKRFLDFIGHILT
#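 Reactions run in 0.038 M HEPES pH 7.4, 0.28 mM EGTA, 0.1% CHAPS and 5% DMSO, with PI5P4Kalpha, substrate, compound and 5 microM ATP final, one hour at room temperature. Readout is ADP-Glo luminescence.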
# The depositor's hits bear a star; i = inactive; ? = inconclusive; / = no result given; [ ] = remark or other dose. Unless noted, calls come from the whole dose curve; as a rule, active = well fitted curve in the direction sought with a large enough effect; inconclusive = small, poorly fitted or top-dose-only effect, or another doubt; inactive = no such curve, though single readings can be large; an effect the other way counts as inactive or inconclusive. These rows are one share of the data (hit frequency here may not be typical).
SMILES	GLP-1R inv ag	GLP1R cytotox	PTHR1 ag	EPAC1 agonist	EPAC1 antagonist	IL2 activator	PLK1 PBD block	GLP-1R agonist	PI5P4Ka inh
Cc1ccc(S(=O)(=O)N(C)c2ccc(OCC(=O)OCc3ccc(C#N)cc3)cc2)cc1	11%	-26%	-13%	17%	-1%	-0.4	1%	5%	4
COc1ccc(/C=N/n2c(C)nc3c([nH]c4ccccc43)c2=O)cc1CN1CCCC(C)(C)C1	3%	1%	i	-3%	5%	-3.9	-2%	1%	1
COc1ccc(-n2cc(C(=O)c3ccccc3O)cn2)cc1	?	28%	-30%	8%	-6%	-4.2	-11%	-1%	7
Cc1c(C(=O)N(Cc2nccn2C)C(C)C)oc2c(F)cccc12	-26%	-5%	-5%	-8%	-21%	0.0	-1%	5%	1
CCOC(=O)C1CN(S(=O)(=O)c2ccc(OC)cc2)c2cc(CC(=O)OC)ccc2O1 (stereo not drawn)	2%	0%	-3%	17%	-2%	1.4	-2%	3%	/
O=C(CSc1ncnc2c1cnn2CCO)Nc1cccc(C(F)(F)F)c1	29%	-1%	-14%	-10%	-3%	-0.6	-9%	6%	-10
CCN1CCc2c(sc(NC(=S)NC(=O)c3ccccc3)c2C#N)C1	-1%	63%[activator]	i	2%	-12%	-0.1	11µM*	10%	-62*
CCCCN1C(=O)C(CC(=O)NCc2cccs2)CC(C(=O)N2CCCCCC2)=C1C (stereo not drawn)	32%[activator]	4%	-18%	-6%	4%	-0.2	-3%	-2%	9
Cc1nc(N)c(C#N)c(-c2ccccc2Cl)c1C	2%	69%[activator]	22%[57.5 µM]	-1%	-16%	-0.2	-4%	0%	1
O=C(CCn1cnc2ccccc2c1=O)Nc1nc(-c2ccc(Br)cc2)cs1	18%	-5%	i	7%	18%	-2.3	-6%	0%	-1
O=C(c1ccc2c(c1)N(Cc1ccc(Cl)cc1)C(=O)c1ccccc1S2=O)N1CCC(Cc2ccccc2)CC1 (stereo not drawn)	?	-21%	-47%[inhibitor]	/	/	/	/	-11%	/
O=C(CCc1nc2ccccc2c(=O)[nH]1)Nc1cc(Cl)ccc1N1CCCCC1	?	?	-20%	-7%	-15%	0.2	-1%	12%	?

# Taken from above.
# Result of O=C(c1ccc2c(c1)N(Cc1ccc(Cl)cc1)C(=O)c1ccccc1S2=O)N1CCC(Cc2ccccc2)CC1 (stereo not drawn) in GLP-1R agonist: -11%
# Result of O=C(CSc1ncnc2c1cnn2CCO)Nc1cccc(C(F)(F)F)c1 in PLK1 PBD block: -9%
# Result of O=C(CCn1cnc2ccccc2c1=O)Nc1nc(-c2ccc(Br)cc2)cs1 in EPAC1 agonist: 7%
# Result of CCN1CCc2c(sc(NC(=S)NC(=O)c3ccccc3)c2C#N)C1 in PLK1 PBD block: 11µM*

# Further results follow.
SMILES	GLP-1R inv ag	GLP1R cytotox	PTHR1 ag	EPAC1 agonist	EPAC1 antagonist	IL2 activator	PLK1 PBD block	GLP-1R agonist	PI5P4Ka inh
O=c1ccc(-c2nc3cc(Cl)ccc3n2Cc2ccccc2)c[nH]1	121%[activator]	-6%	i	12%	-13%	-2.0	-2%	-8%	8
O=C(CCN1CCc2ccccc2C1)Nc1ccc(F)cc1	-1%	3%	-13%	-1%	0%	0.8	-6%	11%	1
Cc1ccccc1NC(=O)Cc1nc(COC(=O)c2ccc(S(C)(=O)=O)c([N+](=O)[O-])c2)cs1	?	?	-27%	-4%	?	-0.9	?	-21%	-22
Cc1cc2oc(C(=O)Nc3ccc(S(=O)(=O)Nc4onc(C)c4C)cc3)cc(=O)c2cc1Cl	2%	0%	-12%	-8%	6%	2.0	-8%	-2%	8
Cc1nc2ccc(NC(=O)C3CCN(S(=O)(=O)c4cccs4)CC3)cc2s1	?	?	-86%[inhibitor][57.5 µM]	10%	-18%	0.9	-14%	0%	0
CCCCN1c2cc(C)c(O)cc2C(C(=O)OCC)C1C (stereo not drawn)	1%	5%	-7%[57.5 µM]	-1%	8%	-0.9	-7%	-6%	/
O=c1onc(-c2ccc(Cl)cc2Cl)n1-c1cccnc1	-19%	1%	-21%	10%	-3%	0.4	6%	7%	4
Cc1cccc(Nc2ccc(C(=O)N3CCOCC3)cn2)c1	6%	-4%	i	6%	6%	-1.4	-1%	12%	-3
O=C(O)c1cccc(N2C(=O)c3cccc4cccc(c34)C2=O)c1	29%	1%	i	-1%	?	-0.3	-13%	1%	-1
O=C(CSc1nc2[nH]ncc2c(=O)[nH]1)Nc1cc(C(F)(F)F)ccc1Cl	28%	5%	-78%[inhibitor]	8%	1%	-1.4	5%	5%	-25
N#CC1=C(O)C(c2ccccc2)n2c1nc(=O)c1ccccc12 (stereo not drawn)	2%	1%	i	0%	4%	0.2	-5%	-1%	?
COC(=O)c1ccccc1NC(=O)Cn1nc(C(F)(F)F)c2c1CCC2	?	10%	i	2%	-13%	1.9	-2%	8%	1

# Molecules above containing a thiophene ring, fused or not:
SMILES	GLP-1R inv ag	GLP1R cytotox	PTHR1 ag	EPAC1 agonist	EPAC1 antagonist	IL2 activator	PLK1 PBD block	GLP-1R agonist	PI5P4Ka inh
CCN1CCc2c(sc(NC(=S)NC(=O)c3ccccc3)c2C#N)C1	-1%	63%[activator]	i	2%	-12%	-0.1	11µM*	10%	-62*
CCCCN1C(=O)C(CC(=O)NCc2cccs2)CC(C(=O)N2CCCCCC2)=C1C (stereo not drawn)	32%[activator]	4%	-18%	-6%	4%	-0.2	-3%	-2%	9
Cc1nc2ccc(NC(=O)C3CCN(S(=O)(=O)c4cccs4)CC3)cc2s1	?	?	-86%[inhibitor][57.5 µM]	10%	-18%	0.9	-14%	0%	0

# Following part
SMILES	GLP-1R inv ag	GLP1R cytotox	PTHR1 ag	EPAC1 agonist	EPAC1 antagonist	IL2 activator	PLK1 PBD block	GLP-1R agonist	PI5P4Ka inh
CSc1cccc(NC(=S)N2CCC(N(C)C3CCCC3)CC2)c1	?	0%	-31%[inhibitor]	-4%	-7%	5.7	1%	-2%	-5
Nc1ncnc(Nc2ccccn2)c1[N+](=O)[O-]	1%	-7%	?	-3%	-15%	3.0	-13%	1%	10
COC(=O)Cc1csc(Nc2ccccc2)n1	15%	-13%	-8%	-6%	13%	1.6	-1%	3%	15
C=CCOc1ccccc1CNc1ccc2c(c1)OCCO2	-51%	-13%	-29%	9%	4%	-4.1	?	1%	-25
Oc1ccc(C[C@H]2CNC(=S)N2CC2CCCN2C[C@H](Cc2ccc(O)cc2)N2C[C@H](Cc3ccc(O)cc3)N(CC3CCCCC3)C2=S)cc1 (stereo partly drawn)	?	?	5%	3%	-12%	-0.7	-4%	-3%	?
Cc1ccc(C(=O)N[C@H](C(=O)OCC(=O)NC2CCS(=O)(=O)C2)C(C)C)cc1 (stereo partly drawn)	2%	-2%	-20%	-5%	-18%	-1.9	-8%	-6%	-7
Cc1nc(CCNC(=O)Cc2ccc(F)cc2)cs1	15%	-10%	i	0%	-2%	-1.0	3%	2%	0
O=C(NCCCCCCNC(=O)OCc1ccccc1)OCc1ccccc1	17%	0%	-15%	0%	-12%	0.0	-11%	-1%	-6
CCN(CC(=O)NCc1ccc(F)cc1)C(=O)c1ccc(Cl)cc1	0%	-25%	i	10%	0%	1.6	-4%	9%	-2
CC(=O)Nc1ccc(OC(F)(F)Cl)cc1	8%	6%	i	-12%	-20%	-0.9	-7%	1%	3
CCOc1ccc(N2C(=O)Nc3ccccc3C2(O)C(=O)NCc2ccc(C)cc2)cc1 (stereo not drawn)	56%[activator]	17%	-23%	-15%	?	0.4	2%	3%	-6
O=C(c1cnccn1)N1CCc2c([nH]c3ccccc23)C1c1cccc(Cl)c1 (stereo not drawn)	?	-21%	-2%	13%	-3%	0.7	-4%	19%	0
O=C(COCc1cc(-c2ccco2)on1)NC1CCCCC1	-9%	5%	i	1%	-3%	2.3	6%	-1%	10
COCn1c(-c2ccccc2)nc2ccccc21	0%	2%	-20%	-1%	21%	-0.4	-2%	2%	/
CCN(CC)c1ccc(/C=N/NC(=O)Nc2ccccc2)cc1	?	-21%	-34%[inhibitor]	2%	-6%	-0.2	3%	14%	9
CCC(C)(C)NC(=O)CN(Cc1ccccc1Cl)C(=O)CCC(=O)Nc1cc(C)ccn1	-14%	0%	-4%	0%	-6%	-4.3	-5%	5%	1
CCN1C(=O)c2cccc3c(S(=O)(=O)NCCc4c[nH]c5ccccc45)ccc1c23	-3%	-10%	-4%[57.5 µM]	3%	-3%	-1.4	-2%	0%	0
Cc1cccc(C(=O)N2CCC[C@H]2C(=O)N2CCC[C@H]2C(=O)NCc2ccncc2)c1	12%	3%	-24%	10%	11%	-0.4	0%	?	0
